Source: PubChem
Large T inhibition: TAg ATPase/helicase activity blockers – biochemical (AID 1903). SV40 large T antigen ATPase/helicase inhibition assay; higher % means a stronger effect. inhibition, % at 20 µM, or IC50 in µM where a hit was titrated. 310,000 compounds, 0.39% hits; in the data active = a potency from the dose series; inconclusive = inhibition mostly from about 32% at the one dose, without a potency; inactive = the rest, 99 in 100 with inhibition below about 32%; note: strong numbers were not always called active
Rac1 GTP hydrolysis: MgcRacGAP GTPase-activating activity inhibitors, confirmation, biochemical, ADP Hunter fluorescence; MgcRacGAP-stimulated Rac1 GTP hydrolysis, ADP Hunter fluorescence; higher % means a stronger effect; GST-tagged Rac1 F28L mutant substrate; one-dose inhibition, % at 30 µM; IC50 in µM for titrated hits; 340,000 compounds, 0.6% hits;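 active = first-screen hits whose inhibition reached a set limit at any dose in the follow-up dose series; inconclusive = inhibition above the set first-screen limit but never retested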;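 note: fluorescence reports GDP produced by GAP-driven GTP hydrolysis; strong numbers were not always called active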
Salmonella PhoP GFP: PhoP-dependent GFP reporter repression – Salmonella Typhimurium, primary screen (AID 1863) | 300,000 compounds, 0.16% hits | S. Typhimurium PhoP-regulated promoter GFP reporter, 4 h; higher % means a stronger effect | inhibition, % at 50 µM; hits with a dose series show IC50 in µM;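 active = inhibition over 29.93%, a cutoff 3 SD above the screen mean, later confirmed by dose response; inconclusive = inhibition over 29.93% but no dose response follow-up; inactive = inhibition at most 29.93% or unconfirmed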;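 note: 0% = low Mg2+ inducing control and 100% = high Mg2+ repressing control; strong numbers were not always called active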
Dengue-2 NS5 capping: Dengue-2 NS5 methyltransferase inhibitors, primary screen, biochemical, confirmation dose response (AID 588689); one-dose inhibition, % at 25 µM; IC50 in µM for titrated hits; 340,000 compounds, 0.3% hits; Dengue-2 NS5 methyltransferase capping enzyme assay, biochemical; higher % means a stronger effect; in the data active = a potency from the dose series; inconclusive = inhibition above about 29% without an active follow-up result
HIV fusion peptide: inhibitors of HIV fusion peptide binding, primary screen, biochemical, uHTS, fluorescence dequenching (AID 1986); cell-free peptide binding, fluorescence dequenching, 30 min; higher % means a stronger effect; inhibition, % at 20 µM; hits with a dose series show IC50 in µM; 290,000 compounds, 0.3% hits; in the data active = inhibition mostly above about 52%, no sharp cut-off; inactive = mostly below about 76%; note: some results filed as inactive read as strong as hits
GPR35 arrestin U2OS: GPR35 antagonists blocking zaprinast-driven arrestin recruitment, primary screen, imaging, U2OS, beta-arrestin-GFP, zaprinast agonist (AID 2058). U2OS GPR35 beta-arrestin-GFP translocation imaging, zaprinast antagonism; higher % means a stronger effect. inhibition, % at 10 µM, or IC50 in µM where a hit was titrated. 290,000 compounds, 0.052% hits;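 active = inhibition of at least 50% with at least 30 cells and total cytoplasm GFP at most 10,000,000; inconclusive = under 30 cells or total GFP of 10,000,000 plus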
GPR55 LPI antagonism: inhibition of LPI-stimulated GPR55 beta-arrestin translocation – imaging, U2OS, beta-arrestin-GFP, LPI agonist, primary screen (AID 2013); 290,000 compounds, 0.13% hits; U2OS GPR55 beta-arrestin-GFP translocation imaging, LPI antagonism; higher % means a stronger effect; inhibition, % at 10 µM, or IC50 in µM where a hit was titrated;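 active = spots per cell inhibited over 60%, with over 100 cells counted and total cytoplasm intensity under 500,000; inconclusive = wells with under 100 cells, flagged as likely toxic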;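 note: U2OS cells stably carrying GPR55 and arrestin-GFP stimulated by 5 µM LPI near EC80; imaged beta-arrestin-GFP aggregate spots per cell after agonist stimulation; plate controls were LPI-stimulated DMSO wells for no effect and DMSO wells without LPI for full effect; some results filed as inactive read as strong as hits; confirmed hits need IC50 under 10 µM and bright autofluorescent wells are also inconclusive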
RSV CPE inhibition: inhibition of RSV-induced cytopathic effect – HEp-2 cells, primary 10 µM value included (AID 2391); HEp-2 cells, RSV-induced CPE inhibition; higher % means a stronger effect; CPE inhibition, % at 10 µM; hits with a dose series show IC50 in µM; 310,000 compounds, 0.13% hits; in the data active = a potency from the dose series; inconclusive = CPE inhibition mostly from about 23% at the one dose, without a potency; inactive = the rest, 99 in 100 with CPE inhibition below about 21%; note: strong numbers were not always called active
K1F lysis inhibition: inhibition of K1F phage lysis, E. coli UTI89, bacterial capsule biogenesis inhibitors, alamar blue (AID 488966) | 340,000 compounds, 0.02% hits | E. coli UTI89 K1F phage lysis, alamar blue, 2 h; higher % means a stronger effect | inhibition, % at 100 µM; hits with a dose series show IC50 in µM;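 active = phage lysis inhibition, versus mean bacterial control, above a set limit; inconclusive = no clear call, values can overlap the other calls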;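 note: capsule biogenesis inhibitors block K1F phage lysis so surviving cells raise fluorescence; higher fluorescence means more inhibition of phage lysis; actives were called in the ten point dose series up to 300 µM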
* marks the source's active call; other numbers are inactive results; ? = inconclusive; . = not tested or not shown; [ ] = another dose, or the depositor's remark.

SMILES	Large T inhibition	Rac1 GTP hydrolysis	Salmonella PhoP GFP	Dengue-2 NS5 capping	HIV fusion peptide	GPR35 arrestin U2OS	GPR55 LPI antagonism	RSV CPE inhibition	K1F lysis inhibition
O=C(CN1CCN(c2ccc(Cl)cc2)CC1)NCc1cccs1	6%	-1%	0%	-5%	-1.3%	12%	10%	9.4%	0.1%
C=CCN1C(=O)CSC1=Nc1ccc(O)cc1	28%	26µM*	7%	-5%	0.7%	16%	4%	.	3.7%
O=C(Cc1ccccc1F)Nc1ccc(S(=O)(=O)Nc2ncccn2)cc1	-1%	7%	5%	-8%	8.7%	8%	-4%	2.1%	-0.1%
Cc1cccc(NC(=S)NCCN2CCOCC2)c1	7%	9%	0%	-12%	2.8%	-12%	-1%	0.6%	2.5%
CCc1ccccc1NC(=O)c1cc(-c2cccc(O)c2)on1	7%	1%	5%	-1%	0.0%	-5%	9%	5.9%	8.2%
COc1ccccc1N1CCN(C2CCCN(C(=O)c3cc(C)oc3C)C2)CC1 (centres undefined)	4%	-4%	-6%	-3%	0.5%	-8%	-19%	0.6%	0.3%
COC(=O)C1CN(C(=O)c2ccc(OC(F)F)cc2)c2ccccc2O1 (centres undefined)	21%	5%	1%	-12%	-0.3%	18%	2%	-0.2%	-0.3%
COc1cccc(N=c2oc3ccc(OC)cc3cc2-c2nc3ccccc3[nH]2)c1	21%	11%	-15%	-7%	-6.8%	2%	1%	0.5%	0.1%
COc1ccccc1N1CCN(C(=O)c2cc(-c3cccc(Cl)c3)on2)CC1	-1%	-9%	-5%	-9%	-1.4%	5%	-7%	5.9%	2.0%
Cc1cccc(C)c1NC(=O)CN1C(=O)COc2ccccc21	6%	3%	5%	-4%	0.2%	18%	18%	0.0%	0.6%
O=C(Nc1cc(Cl)cc(Cl)c1)c1cccnc1	7%	11%	0%	1%	-0.4%	-6%	-2%	8.7%	1.1%
O=C(O)c1cn(Cc2ccccc2)c2ccc(Cl)cc2c1=O	12%	11%	1%	6%	.	.	.	0.0%	-12%
CCCCC(=O)OCC(=O)Nc1ccc(C)c(F)c1	9%	5%	-5%	.	-2.6%	2%	-4%	0.1%	1.3%
Cc1cc(C)nc(SCC(=O)N2CCC(C(N)=O)CC2)n1	19%	6%	-1%	-4%	-2.1%	10%	4%	0.2%	0.4%
COC(=O)c1ccc(CNC(=O)Cn2cnnn2)cc1	17%	5%	8%	-10%	0.9%	-5%	11%	1.0%	1.4%[50 µM]
O=C(N/C(=C\c1cccnc1)C(=O)N1CCOCC1)c1ccco1	5%	15%	1%	10%	0.0%	22%	-4%	1.2%	0.2%
CCOc1ccc(CCNC(=O)C2CSC3(C)CCC(=O)N23)cc1OCC (centres undefined)	19%	5%	2%	-4%	-0.2%	-10%	8%	1.5%	0.2%
CCOc1ccc2nc(SCC(=O)N3CCCCCC3)c(C#N)cc2c1	2%	-2%	-7%	-8%	-2.2%	3%	-19%	0.6%	-0.7%
COc1ccc(/C=C/c2nc(-c3ccccc3)cc(=O)[nH]2)cc1	7%	9%	-9%	-8%	-1.5%	-7%	11%	-0.3%	0.3%
CC1CN(C2CCN(C(=O)COc3ccc(Cl)cc3)CC2)CC(C)O1 (centres undefined)	3%	21%	3%	-4%	9.5%	1%	11%	-0.4%	0.1%
Cc1ccc2c(C)nc(N/C(N)=N/S(=O)(=O)c3ccccc3)nc2c1	1%	6%	-5%	0%	-0.3%	0%	-1%	0.8%	-0.1%
COc1ccccc1CNS(=O)(=O)c1ccc2c(c1)oc(=O)n2C	6%	5%	9%	-2%	0.6%	11%	-4%	2.1%	-0.7%
CC1(C)CC(=O)c2sc(NC(=O)C3CC3)nc2C1	1%	-1%	5%	-5%	2.8%	5%	-10%	1.3%	0.4%
OCC[C@H]1C[C@@H](O)[C@H](O)[C@@]2(CCc3ccccc3CO2)O1	10%	0%	2%	-5%	.	.	.	2.3%	-0.8%
O=C(NCc1cccnc1)c1sc2ccccc2c1Cl	1%	4%	0%	-1%	0.6%	-2%	-10%	0.0%	3.5%
Cc1ccc2cc3cc(C(=O)NCCN4CCOCC4)oc3nc2c1	11%	6%	-5%	-5%	-1.9%	1%	0%	2.6%	8.6%
CN(C(=O)c1ccc(NC(=O)Cc2ccc(NC(=O)C3CCN(C(=O)C4CCCCC4)CC3)cc2)cc1)C1CC1	.	9%	.	-2%	.	.	.	0.9%	3.2%
COc1ccc(N2C(=O)CC(Cc3ccccc3OC)C2=O)cc1 (centres undefined)	-3%	2%	4%	-2%	-1.8%	13%	10%	-2.6%	0.0%
Cc1cccc(NC(=O)C2CCN(c3ncnc4c3nc3n4CCCCC3)CC2)n1	2%	13%	10%	7%	0.7%	-16%	-15%	6.4%	0.0%
CCc1ccc(CCC(=O)Nc2ccccc2C(=O)O)o1	11%	6%	10%	-2%	-2.7%	1%	8%	3.4%	-0.7%
CCc1ccc(NC(=O)CSc2nc3ncc(Br)cc3[nH]2)cc1	28%	7%	-20%	3%	2.8%	-10%	2%	22%	0.1%
CCOC(=O)C1CCN(C2CCN(C(=O)c3oc4c(C)c(C)ccc4c3C)CC2)CC1	12%	7%	-3%	-5%	7.1%	3%	20%	2.8%	-0.1%
Clc1ccc(CNCCCSc2ncccn2)cc1Cl	23%	11%	10%	.	-0.7%	4%	20%	-1.0%	0.5%
Cc1ccc(C(=O)N2CCN(Cc3ccccc3)CC2)o1	10%	4%	0%	5%	-0.1%	12%	15%	0.6%	2.5%[50 µM]
C[C@H](NC(=O)c1ccccc1)C(=O)OCC(=O)c1c[nH]c2ccccc12	.	5%	.	-1%	.	.	.	2.2%	1.3%[50 µM]
CS(=O)(=O)c1ccc(C(=O)NCC(c2ccco2)N2CCCCC2)cc1 (centres undefined)	11%	-5%	0%	-9%	-1.5%	11%	-10%	-0.3%	1.8%

The final 2 compounds of the section before lead into the next.
SMILES	Large T inhibition	Rac1 GTP hydrolysis	Salmonella PhoP GFP	Dengue-2 NS5 capping	HIV fusion peptide	GPR35 arrestin U2OS	GPR55 LPI antagonism	RSV CPE inhibition	K1F lysis inhibition
C[C@H](NC(=O)c1ccccc1)C(=O)OCC(=O)c1c[nH]c2ccccc12	.	5%	.	-1%	.	.	.	2.2%	1.3%[50 µM]
CS(=O)(=O)c1ccc(C(=O)NCC(c2ccco2)N2CCCCC2)cc1 (centres undefined)	11%	-5%	0%	-9%	-1.5%	11%	-10%	-0.3%	1.8%
CCOc1ccc(NC(=O)C2CC(=O)N=C(N)S2)cc1 (centres undefined)	0%	6%	6%	3%	-0.2%	-2%	4%	2.3%	0.6%
O=C(COC(=O)/C=C/c1ccccc1Cl)NC(=O)NCc1ccccc1	.	3%	.	-1%	.	.	.	0.5%	0.2%[50 µM]
CC(C)NC(=O)c1ccc2c(c1)N(CC(=O)NC1CCCCC1)C(=O)C(C)(C)O2	.	-4%	.	-7%	-0.9%	11%	40%	.	0.4%
COc1ccc(NC(=O)C(=O)N/N=C(\C)CC(=O)Nc2ccccn2)c(OC)c1	10%	10%	-8%	7%	-3.1%	4%	-3%	0.1%	1.0%
O=C(CN1CCOCC1)NNc1c2ccccc2nc2ccccc12	24%	15%	1%	2%	-1.6%	-1%	-8%	1.2%	0.1%
Clc1cccc(CSc2nnc(-c3ccccn3)n2Cc2ccco2)c1	5%	6%	-5%	-13%	0.3%	17%	10%	45%	1.0%
Cc1ccc(C)c(OCC(=O)NNC(=O)C2CC2)c1	14%	3%	6%	-3%	0.1%	-1%	15%	0.3%	0.1%
CC(=O)N1N=C(c2cccc(Br)c2)OC12CCCC2	11%	1%	6%	-2%	-1.4%	-9%	3%	3.7%	1.0%
CCN(CC)S(=O)(=O)c1ccc(NC2c3ncccc3C(=O)N2Cc2ccccc2)cc1 (centres undefined)	9%	17%	-6%	-3%	-3.1%	0%	-7%	0.1%	-0.4%
CCCCOC(=O)CCc1nc2ccccc2[nH]1	13%	2%	2%	-4%	2.6%	5%	0%	1.6%	0.1%
O=C(NC(=S)Nc1ccc(N2CCOCC2)cc1)c1ccco1	2%	19%	4%	0%	3.1%	6%	-1%	1.0%	1.7%
NC(=O)c1nsc(C(=O)N(c2cccc(F)c2)C(C(=O)NCC2CCCO2)c2c[nH]c3ccccc23)c1N (centres undefined)	4%	8%	0%	-2%	-0.7%	9%	2%	3.6%	0.1%
COc1ccc(CCNC(=O)c2ccco2)cc1OC	4%	-11%	-2%	-3%	0.3%	10%	5%	2.3%	0.0%
CC(=O)n1cc([C@H]2C=C(C(N)=O)O[C@@H](OCc3ccc(CO)cc3)C2)c2ccccc21	2%	9%	.	-2%	.	.	.	-2.1%	0.3%
COc1ccc(C)cc1NC(=O)c1nnn(Cc2cccc(F)c2)c1N	0%	5%	5%	2%	1.3%	16%	0%	-2.5%	5.2%
CC(C)Cc1ccc(CN2CCCC(NC(=O)CCCN3CCCC3=O)C2)cc1 (centres undefined)	16%	6%	-4%	-4%	-1.3%	51%	-6%	-0.8%	0.5%
Cn1c(=NC(=O)CSCC(=O)N2CCCCC2)sc2ccccc21	31%	12%	-6%	-2%	-1.9%	4%	-6%	1.4%	0.4%
CC1=C(C(=O)OC(C)C)C(c2ccc(C)o2)C(C(=O)OC(C)C)=C(C)N1	14%	-14%	-3%	-8%	-1.0%	-3%	19%	6.9%	-0.8%
Cc1ccc(C)c2[nH]c(=O)c(C(c3nnnn3Cc3ccco3)N3CCc4ccccc4C3)cc12 (centres undefined)	?	14%	-9%	2%	-0.7%	7%	4%	?	-0.1%
COc1ccc(-n2cnnc2SCC(=O)Nc2ccc(C(N)=O)cc2)cc1	1%	7%	-1%	-2%	-0.3%	7%	-3%	0.8%	0.1%
O=C1OC(c2ccc3c(c2)OCO3)=N/C1=C\c1ccc(C(=O)O)cc1	22%	14%	0%	8%	14%	5%	7%	0.8%	0.3%
Cc1oc(S(=O)(=O)N2CCCC2)cc1C(=O)Nc1ccc(F)cc1	17%	6%	-5%	7%	-0.6%	-1%	23%	.	-0.2%
COC(=O)Cc1cc(=O)n2[nH]c(C)cc2n1	21%	1%	3%	28%	-1.2%	-9%	0%	1.8%	-0.4%
COc1ccc(Cl)cc1-c1n[nH]c(=S)n1C	3%	-3%	-8%	-9%	0.0%	20%	17%	?	-0.2%
